Bioassay records deposited in PubChem by Vanderbilt High Throughput Screening Facility.
Cav3 T inh = Cav3.2 calcium influx blockers – cell-based, Fluo-4 calcium fluorescence, FDSS, MLSMR library, primary screen. Voltage-dependent T-type calcium channel subunit alpha-1H (Homo sapiens), O95180. Cav3.2-expressing cells; stronger effect = lower value. B-score at 10 µM. 4% of 100,000 active;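 active = single-dose well whose peak fluorescence ratio is a statistical outlier from its plate by either plate-standardised score or position-corrected B-score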
Target sequence (O95180 whole entry, looked up): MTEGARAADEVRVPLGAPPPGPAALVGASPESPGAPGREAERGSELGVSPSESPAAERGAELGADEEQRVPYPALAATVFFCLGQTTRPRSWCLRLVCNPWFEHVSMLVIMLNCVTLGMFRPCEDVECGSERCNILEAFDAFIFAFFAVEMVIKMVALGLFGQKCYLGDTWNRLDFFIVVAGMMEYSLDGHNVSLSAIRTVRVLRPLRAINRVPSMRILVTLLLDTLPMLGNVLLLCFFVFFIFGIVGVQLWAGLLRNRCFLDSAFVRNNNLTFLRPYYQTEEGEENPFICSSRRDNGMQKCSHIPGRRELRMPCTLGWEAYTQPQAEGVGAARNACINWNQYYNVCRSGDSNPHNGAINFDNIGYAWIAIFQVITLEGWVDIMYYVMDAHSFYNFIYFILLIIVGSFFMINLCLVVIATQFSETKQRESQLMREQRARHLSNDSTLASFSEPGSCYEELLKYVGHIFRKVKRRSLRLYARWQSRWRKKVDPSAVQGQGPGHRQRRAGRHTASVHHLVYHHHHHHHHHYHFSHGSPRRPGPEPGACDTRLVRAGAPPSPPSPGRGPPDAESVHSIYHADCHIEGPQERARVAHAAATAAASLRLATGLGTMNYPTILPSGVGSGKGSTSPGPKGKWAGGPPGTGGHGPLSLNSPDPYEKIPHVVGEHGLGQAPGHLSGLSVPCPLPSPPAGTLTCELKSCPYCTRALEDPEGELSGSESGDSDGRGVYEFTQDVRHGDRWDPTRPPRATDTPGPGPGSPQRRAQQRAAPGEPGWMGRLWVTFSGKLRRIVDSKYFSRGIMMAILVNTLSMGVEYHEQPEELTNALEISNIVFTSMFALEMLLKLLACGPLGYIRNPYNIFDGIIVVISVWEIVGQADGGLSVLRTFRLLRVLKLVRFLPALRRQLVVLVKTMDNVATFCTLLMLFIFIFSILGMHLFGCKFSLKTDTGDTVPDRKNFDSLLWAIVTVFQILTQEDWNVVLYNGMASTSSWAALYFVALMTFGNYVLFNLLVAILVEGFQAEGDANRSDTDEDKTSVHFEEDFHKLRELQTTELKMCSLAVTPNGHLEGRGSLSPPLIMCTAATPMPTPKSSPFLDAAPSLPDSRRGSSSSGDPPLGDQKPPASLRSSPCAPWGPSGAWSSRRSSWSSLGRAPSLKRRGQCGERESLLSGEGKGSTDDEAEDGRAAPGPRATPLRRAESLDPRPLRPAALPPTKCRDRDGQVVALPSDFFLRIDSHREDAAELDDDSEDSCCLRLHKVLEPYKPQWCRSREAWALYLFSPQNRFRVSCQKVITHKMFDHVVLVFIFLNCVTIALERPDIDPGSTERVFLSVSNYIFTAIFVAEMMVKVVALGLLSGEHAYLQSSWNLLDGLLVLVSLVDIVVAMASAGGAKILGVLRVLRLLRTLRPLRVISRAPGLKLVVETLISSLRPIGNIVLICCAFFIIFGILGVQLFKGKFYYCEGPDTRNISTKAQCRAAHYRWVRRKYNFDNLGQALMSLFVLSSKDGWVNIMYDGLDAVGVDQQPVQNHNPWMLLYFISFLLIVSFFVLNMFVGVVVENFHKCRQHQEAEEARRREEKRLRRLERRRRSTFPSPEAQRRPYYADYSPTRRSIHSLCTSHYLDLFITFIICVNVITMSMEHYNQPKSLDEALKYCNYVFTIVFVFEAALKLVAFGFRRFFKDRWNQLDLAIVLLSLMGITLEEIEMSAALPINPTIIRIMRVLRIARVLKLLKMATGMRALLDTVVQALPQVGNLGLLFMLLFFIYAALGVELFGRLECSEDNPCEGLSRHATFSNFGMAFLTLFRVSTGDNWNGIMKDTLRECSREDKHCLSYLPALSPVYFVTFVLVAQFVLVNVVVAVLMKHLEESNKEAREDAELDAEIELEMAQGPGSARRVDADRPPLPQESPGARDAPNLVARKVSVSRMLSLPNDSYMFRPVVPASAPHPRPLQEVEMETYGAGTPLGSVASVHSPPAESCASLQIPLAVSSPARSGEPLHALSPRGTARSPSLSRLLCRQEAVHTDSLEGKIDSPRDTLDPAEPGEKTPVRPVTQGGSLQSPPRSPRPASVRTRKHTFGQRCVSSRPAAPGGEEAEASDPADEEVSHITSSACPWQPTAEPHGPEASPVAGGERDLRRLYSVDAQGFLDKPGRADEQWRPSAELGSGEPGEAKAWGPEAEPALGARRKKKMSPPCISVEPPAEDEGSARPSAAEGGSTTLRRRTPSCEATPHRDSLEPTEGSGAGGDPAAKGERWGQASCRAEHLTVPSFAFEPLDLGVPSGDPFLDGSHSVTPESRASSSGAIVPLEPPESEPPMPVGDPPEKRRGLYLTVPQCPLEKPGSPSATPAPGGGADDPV
* = called active by the depositor. Some of the compounds tested; count on the stated rates, not on these rows.

SMILES | Cav3 T inh
Cc1cccc(NC(=O)CSc2nnc(CCC(=O)Nc3ccc(C)c(Cl)c3)n2C)c1 | 0.0034
COC(=O)Nc1ccc2c(c1)ncn2C1CCCCC1 | 1.4
Cc1cc(NC(=O)c2ccc(S(=O)(=O)N(C)C)cc2)n(-c2ccccn2)n1 | 1.6
O=C(Nc1ccc(Cl)cc1Cl)C1=Cc2ccccc2OC1 | -0.0091
CC(NC(=O)OC(C)(C)C)C(=O)N1CCCC1C(=O)NC(Cc1ccccc1)C(N)=O (configuration not stated) | -0.059
COC(=O)C1=CN(C)C=C(C(=O)OC)C1c1ccc(O)c(OC)c1 | 0.048
CCN(CC)S(=O)(=O)c1cc(C(=O)Nc2nncs2)c(Cl)cc1Cl | 0.57
O=C(Nc1nc(-c2ccccc2Cl)cs1)c1cccnc1 | -0.013
Cn1cc(S(=O)(=O)N2CCc3ccccc3C2)c(=O)n(C)c1=O | -0.68
CCOc1c(Cl)cc(Cl)cc1CNCCNCCO | 0.86
O=C(Nc1ccccc1C(=O)NCC1CCCO1)c1ccco1 (configuration not stated) | 0.015
CCOC(=O)N1CCN(C(=O)c2ccc(NC(=O)CC)cc2)CC1 | 0.78
CCOC(=O)C1CCCN(C(=O)c2ccc(OC(C)=O)cc2)C1 (configuration not stated) | 0.78
CC1=C(C(=O)OC(C)C)C(c2cccc(F)c2)N2C(=O)C(C)SC2=N1 (configuration not stated) | -2.3
O=C(Nc1ccc(Br)cn1)C1CCCN1S(=O)(=O)c1ccccc1 (configuration not stated) | 0.26
COc1ccc(-n2cnnc2SCc2cnc(-c3ccccc3)s2)cc1 | 0.75
CCOc1ccc(NC(=O)CN2CCN(CC(=O)Nc3ccc(F)cc3)CC2)cc1 | 0.55
CCC1CCCCN1C(=O)N[C@@H](Cc1ccccc1)C(=O)O (some centres not stated) | 1
CC(=O)c1c(C)[nH]c(C(=O)COc2cc(C)ccc2C(C)C)c1C | -0.044
CCOC(=O)N1CCN(CCC(=O)Nc2ccc(OC)cc2)CC1 | 0.99
CCn1c(=O)n(CC)c2cc(S(=O)(=O)NCCOc3ccccc3)c(C)cc21 | -0.28
Cc1ccc(S(=O)(=O)NCCCCC(NC(=O)OC(C)(C)C)C(=O)O)cc1 (configuration not stated) (tested in a mixture with another compound) | 0.31
COc1ccc(C2(O)CCN(C(=O)c3c(F)cccc3F)CC2)cc1 | 1.2
Nc1ccc(-c2n[nH]c(=O)c3ccccc23)cc1N | 0.44
COc1ccnc(NCc2cccnc2)c1C#N | 0.66
COc1cccc(C2=NOC(C(=O)Nc3ccc(C(C)=O)cc3)C2)c1 (configuration not stated) | -0.5
COc1ccc(CCNC(=O)c2ccc3c(c2)NC(=O)C(N2CCOCC2)S3)cc1OC (configuration not stated) | -0.22
CCC(=O)Nc1nc(CC(=O)Nc2ccccc2OC)cs1 | -0.077
Cc1[nH]nc2c1/C(=N\O)CC(C)(C)C2 | -0.37
O=C1Nc2ccccc2N(O)N1c1cc(-c2cccc(Cl)c2)no1 | 0.35
COC(=O)C(C)n1nc(C)n(-c2ccc(C)cc2)c1=O (configuration not stated) | 0.96
Nc1nnc(-c2ccncc2)s1 | 1.2
Cc1ccc2c(c1)C(=O)CC1(CCCC1)O2 | 0.49
Cc1ccc(C(=O)NC2CC(C)(C)NC(C)(C)C2)cc1C | -0.0036
O=C(CCN1C(=O)COc2ccccc21)NCCN1CCN(c2ccccc2F)CC1 | 0.63
c1ccc(-c2cc3c(ccc4nonc43)nn2)cc1 | 0.1
CN(C)/C=N/c1cc(=O)[nH]c(=O)n1C | 0.015
CCN(CC)c1ccc(/C=c2/sc3nnc(-c4ccccc4C)n3c2=O)cc1 | -2.9
CCN1CCc2c(C#N)c(N3CCCCC3)nc(N3CCOCC3)c2C1 | 0.068
CCOC(=O)C1CCCN(Cc2ccc(OC)cc2OC)C1 (configuration not stated) | -0.0044
CCC(Sc1nc2cc(OC)c(OC)cc2c(=O)n1Cc1ccco1)C(=O)NCCOC (configuration not stated) | 2.5
O=C(Nc1ccccc1)Nc1ccc2snnc2c1 | -3.4
Cc1cccc(N2C(=O)SC(N(C)c3ccccc3)C2=O)c1 (configuration not stated) | -0.22
CCc1c(C)sc(NC(=O)c2cccs2)c1C(N)=O | 0.66
COc1ccc(OC)c(NC(=O)CSCC(=O)O)c1 | -0.19
O=C1c2ccccc2C(=O)N1CCCCN(C(=O)c1ccco1)c1ccc(Cl)cc1 | -8.5*
COC(=O)CCC(=O)OC1(C)C(=O)C2=CN(C(CO)CO)C(c3ccc(OC)cc3)=CC2=C(Br)C1=O (configuration not stated) | -0.58
CN(CC(O)COc1ccc(OCC(O)CN(C)C2CCCCC2)cc1)C1CCCCC1 (configuration not stated) | 0.013
CCc1cccc(C)c1NC(=S)NCc1ccc2c(c1)cc(C)n2C | -3.2
CC(=O)NC1C(=O)N=C(SCC(=O)NC2CCCCC2)NC1=O (configuration not stated) | -1.3

New compounds follow:
SMILES | Cav3 T inh
CCOC(=O)c1cn[nH]c1N | 0.36
CCCC(=O)Nc1ncnc2c1ncn2[C@@H]1O[C@@H]2COP(=O)(O)O[C@H]2[C@H]1OC(=O)CCC | 0.039
COc1ccc(NC(=O)c2ccc3c(c2)S(=O)(=O)c2ccccc2C3=O)cc1 | 0.29
COC(=O)c1ccccc1NC(=O)C1CC(c2ccc(F)cc2)=NO1 (configuration not stated) | -1.4
CCn1cnc2sc(C)c(C)c2c1=O | 0.78
COc1ccc(CCNC(=O)c2cc(-c3ccc(C)c(C)c3O)n[nH]2)cc1OC | 0.21
COc1ccccc1C(=O)Nc1ccccc1C(=O)N1CCCC1 | 0.61
COc1ccc2c(c1)OC1=C(C(=O)CCC1)C2C1=C(O)CCCC1=O (configuration not stated) | 1.7
Cc1cccc(-n2cccc2)c1C#N | 0.39
Cc1cc(C)cc(NC(=O)CN2CCN(CCN=CC3=C(O)CC(C)(C)CC3=O)CC2)c1 | -1.1
CCCCN(CCCNC(=O)c1ccc2nc(N3CCOCC3)sc2c1)Cc1ccccc1 | 0.84
CCCCCn1c(SCCN2CCOCC2)nc2c1c(=O)[nH]c(=O)n2C | 0.63
C#Cc1ccc([C@@H]2C=C(C(=O)O)O[C@H](OCC)[C@H]2CCCO)cc1 | 1.1
Cc1onc(-c2ccccc2Cl)c1C(=O)OCN1C(=O)c2ccccc2C1=O | -0.049
COc1ccc(N2CCN(Cc3oc(CO)cc(=O)c3O)CC2)cc1 | -0.19
O=C(CSc1nnc(CNc2ccc(F)cc2)n1Cc1ccco1)N1CCOCC1 | -0.48
CCCn1c(-c2cccs2)nc2ccccc21 | -1
CCOc1ccccc1COC(=O)c1cccc(-n2cnnn2)c1 | -2
Cc1c(C(=O)NCc2cccs2)oc2ccccc12 | -1.7
CCN(CC)C(=O)Nc1ccccc1C | 0.53
O=C(COc1ccccc1)NCC(c1cccs1)N1CCOCC1 (configuration not stated) | -0.64
O=C(CCCCCn1c(=O)[nH]c2ccsc2c1=O)NCc1cccs1 | 0.071
C=CCNC(=O)CCCc1ccccc1 | -0.51
CC(C)(C)n1nc2c(c1NC(=O)Cc1ccc(F)cc1)CSC2 | -2.1
CCc1nc(SCC(=O)N2CCC(Cc3ccccc3)CC2)c2c(=O)n(C)c(=O)n(C)c2n1 | 1.7
COc1ccc(N2C(=O)C3CCCN3C2c2ccc(C)cc2)cc1 (configuration not stated) | 0.73
O=c1c(-c2ccc(Cl)cc2)[n+]([O-])c2ccccc2n1O | -1.8
Cc1cc(NC(=O)C2CCCCC2)n(-c2nc3ccccc3[nH]2)n1 | -0.38
CCSc1nnc(NC(=O)c2cc(C)oc2C)s1 | -0.32
C=CCn1c(Cc2cccs2)nnc1SCC(=O)Nc1ccc(C(=O)OCC)cc1 | -2.9
O=C(Cn1cc2c(n1)CCCC2)Nc1ccccc1Cl | -1.1
CCOc1ccc2nc(SCC(=O)Nc3ccc4c(c3)OCCO4)[nH]c2c1 | -2.5
O=C(Nc1ccccc1)N1CCCC(c2nc(-c3ccc(F)cc3)no2)C1 (configuration not stated) | -5.4*
CCC(C)NC(=O)C1CCN(S(=O)(=O)c2cccnc2)CC1 (configuration not stated) | 0.15
Cc1ccc(C(=O)N/C(=C\c2cn(-c3ccccc3)nc2-c2ccccc2)C(=O)N2CCOCC2)cc1 | -0.19
Cc1ccc(C)c(N2CCN(C(=O)CCNC(=O)Cn3ccc4ccccc4c3=O)CC2)c1 | -2.2
C=CCCN(C(C(=O)OC)C(C)C)S(=O)(=O)c1ccccc1Br (configuration not stated) | -1.5
Fc1cccc2sc(Nc3nnc(-c4ccco4)o3)nc12 | -0.92
NC(=O)c1nsc(C(=O)N(CCc2ccccc2)C(C(=O)NC2CCCC2)c2ccco2)c1N (configuration not stated) | -0.76
Cc1ccc(Cn2ccc(NC(=O)c3noc4c3CCCC4)n2)cc1 | -0.17
O=C(Nc1ccc(NC(=O)C2CCCCC2)cn1)c1ccco1 | 0.45
COc1ccc(-c2cc(=O)c3cc(F)ccc3[nH]2)cc1 | 0.65
CC(C)C(=O)NC(c1ccccc1Cl)c1c(O)ccc2ccccc12 (configuration not stated) | 0.85
Cc1nc2ccc(NC(=O)c3cccc(C(F)(F)F)c3)cc2o1 | 1.2
Cc1ccc(C(C)NC(=O)c2ccco2)cc1C (configuration not stated) | 0.62
COc1ccc(OCC(=O)OC2CCN(C)CC2)cc1 | 0.33
COCCCn1c(C2CCCCC2)nc2oc3cc(OC)ccc3c(=O)c2c1=O | 2.3
CC1COC(c2cccn2Cc2ccccc2Cl)=N1 (configuration not stated) | -0.51
Cc1ccc(NC(C)c2cc(Cl)ccc2O)cc1 (configuration not stated) | -3.5
COc1cccc(C2C(C(N)=O)=C(C)Nc3nc(-c4cccc(Cl)c4)nn32)c1 (configuration not stated) | 0.47

The listing continues:
SMILES | Cav3 T inh
Cc1ccccc1OCC(=O)OCC(=O)c1ccc(OC(=O)c2ccccc2)cc1 | -0.0099
COc1ccc(NCN2C(=O)CCC2=O)cc1 | -0.13
Cc1ccc2c(c1)N(CCC(=O)NCc1ccccn1)C(=O)CO2 | 1.2
N#Cc1c2c(c(NCCCN3CCOCC3)n3c1nc1ccccc13)CCC2 | 1.7
Cc1ccc(C2CC(c3ccccc3)=NN2C(=S)Nc2ccccc2)o1 (configuration not stated) | -7.5*
CCCCOc1ccccc1Cn1c(=O)oc2ccc(C)cc21 | -1.8
COC(=O)c1ccc(C23CC4(C2)[C@H](CN(Cc2ccc(C(F)(F)F)cc2)[C@@H]4c2ccccc2)C3c2ccc(C(F)(F)F)cc2)cc1 (some centres not stated) | -0.34
COc1ccc(C2=NN(CN3C(=O)C(=O)c4ccccc43)C(c3ccc(Br)cc3)C2)cc1 (configuration not stated) | -0.5
COCCn1nnnc1C(c1ccccn1)N1CCN(c2cc(Cl)ccc2C)CC1 (configuration not stated) | -2.2
Cc1ccc(S(=O)(=O)NC2(C(F)(F)F)C(=O)Nc3c2c(=O)n(C)c(=O)n3C)cc1 (configuration not stated) | 0.51
Cc1cc2ccccc2c(=O)n1CC(=O)NCc1ccco1 | 0.46
COc1ccc(Cc2noc(COc3ccc(Cl)cc3)n2)cc1 | -2.6
CC(OC(=O)c1nsc(Cl)c1Cl)C(=O)NCc1ccc2c(c1)OCO2 (configuration not stated) | -1.6
CC(C)N(C(=O)CSc1nc2ccccc2n1Cc1ccccc1F)C(C)C | -9*
COc1cccc(N2CCN(CC(=O)C34CC5CC(CC(C5)C3)C4)CC2)c1 | 0.59
Cc1ccc(C)n1C(Cc1ccccc1)C(=O)O (configuration not stated) | 1.9
Cc1ccc(-c2cc(C(=O)NCc3ccccn3)no2)cc1 | -3
CC(=O)NC(Cc1ccccc1)C(=O)N1CCN(C(=O)c2ccco2)CC1 (configuration not stated) | -0.53
CC1=C(C(=O)Nc2ccccc2)C(c2ccc(N(C)C)cc2)NC(=O)N1 (configuration not stated) | -1
CCOC(=O)C(C)(C)C(=O)C(C)(C)C(O)c1ccccn1 (configuration not stated) | 0.85
Clc1ccc(-n2ncc3c(NCc4ccccn4)ncnc32)cc1 | -0.56
CCCCOc1ccc(C(CC(=O)NC)C(=O)O)cc1 (configuration not stated) | -0.47
CCN(CC)S(=O)(=O)c1ccc2oc(SCC3CN=C(c4ccc(OC)cc4)S3)nc2c1 (configuration not stated) | -1.5
CN(C)c1ccc(/C=[N+](\[O-])C2SC(=S)N(C)C2(C)C)cc1 (configuration not stated) | 0.86
O=C(Cn1c(-c2cscn2)nc2ccccc21)Nc1ccccc1F | -0.4
CN(CC(=O)N1CCCCC1)S(=O)(=O)c1cccc2cccnc12 | 0.95
O=C1OCCC1Sc1ncnc2sccc12 (configuration not stated) | -0.2

Entries from the list above containing a furan ring, fused or not:
SMILES | Cav3 T inh
O=C(Nc1ccccc1C(=O)NCC1CCCO1)c1ccco1 (configuration not stated) | 0.015
CCC(Sc1nc2cc(OC)c(OC)cc2c(=O)n1Cc1ccco1)C(=O)NCCOC (configuration not stated) | 2.5
O=C1c2ccccc2C(=O)N1CCCCN(C(=O)c1ccco1)c1ccc(Cl)cc1 | -8.5*
O=C(CSc1nnc(CNc2ccc(F)cc2)n1Cc1ccco1)N1CCOCC1 | -0.48
Cc1c(C(=O)NCc2cccs2)oc2ccccc12 | -1.7
CCSc1nnc(NC(=O)c2cc(C)oc2C)s1 | -0.32
Fc1cccc2sc(Nc3nnc(-c4ccco4)o3)nc12 | -0.92
NC(=O)c1nsc(C(=O)N(CCc2ccccc2)C(C(=O)NC2CCCC2)c2ccco2)c1N (configuration not stated) | -0.76
O=C(Nc1ccc(NC(=O)C2CCCCC2)cn1)c1ccco1 | 0.45
Cc1ccc(C(C)NC(=O)c2ccco2)cc1C (configuration not stated) | 0.62
Cc1ccc(C2CC(c3ccccc3)=NN2C(=S)Nc2ccccc2)o1 (configuration not stated) | -7.5*
Cc1cc2ccccc2c(=O)n1CC(=O)NCc1ccco1 | 0.46
CC(=O)NC(Cc1ccccc1)C(=O)N1CCN(C(=O)c2ccco2)CC1 (configuration not stated) | -0.53
